# RSV antiviral HEp-2 = inhibition of RSV-induced cytopathic effect – HEp-2 cells, primary 10 µM value included (AID 2391); HEp-2 cells, RSV-induced CPE inhibition; higher % means a stronger effect; CPE inhibition, % at 10 µM; hits with a dose series show IC50 in µM; actives 0.13% (n = 310,000); in the data active = a potency from the dose series; inconclusive = CPE inhibition mostly from about 23% at the one dose, without a potency; inactive = the rest, 99 in 100 with CPE inhibition below about 21%; note: strong numbers were not always called active
# Dengue-2 NS5 capping = flavivirus cap methylation enzyme inhibition – biochemical, confirmation dose response, primary screen (AID 588689). actives 0.3% (n = 340,000). inhibition, % at 25 µM; hits with a dose series show IC50 in µM. Dengue-2 NS5 methyltransferase capping enzyme assay, biochemical; higher % means a stronger effect; in the data active = a potency from the dose series; inconclusive = inhibition above about 29% without an active follow-up result
# NTR1 agonist = agonists of NTR1, primary screen, imaging, U2OS cells, beta-arrestin-GFP, high content (AID 493036); P30989; NTR1-U2OS beta-arrestin-GFP spot imaging, agonist mode; activation, % at 20 µM; actives 0.17% (n = 330,000);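 active = activation at or above 40% of the spot to cytoplasm intensity ratio, with at least 20 cells analyzed; inconclusive = wells under 20 cells, flagged as cytotoxic or low count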;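 note: 0% = DMSO without peptide and 100% = 100 nM NTR1 peptide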
# Target sequence (P30989 whole entry, looked up): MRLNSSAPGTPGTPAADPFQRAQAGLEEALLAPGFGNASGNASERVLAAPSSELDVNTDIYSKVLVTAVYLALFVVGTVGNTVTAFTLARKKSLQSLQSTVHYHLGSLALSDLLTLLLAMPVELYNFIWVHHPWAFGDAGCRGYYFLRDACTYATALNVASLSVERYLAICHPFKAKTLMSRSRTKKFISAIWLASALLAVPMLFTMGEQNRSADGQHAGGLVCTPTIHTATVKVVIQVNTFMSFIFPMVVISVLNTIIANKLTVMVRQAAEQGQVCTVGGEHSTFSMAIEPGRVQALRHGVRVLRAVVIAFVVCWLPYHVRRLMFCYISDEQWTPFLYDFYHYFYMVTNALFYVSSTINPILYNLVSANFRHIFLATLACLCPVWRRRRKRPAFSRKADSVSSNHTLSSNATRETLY
# K1F lysis inhibition = protection from phage-mediated lysis, alamar blue read-out – E. coli UTI89, K1F phage, bacterial capsule biogenesis inhibitors (AID 488966); E. coli UTI89 K1F phage lysis, alamar blue, 2 h; higher % means a stronger effect; one-dose inhibition, % at 100 µM; IC50 in µM for titrated hits; actives 0.02% (n = 340,000);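 active = phage lysis inhibition, versus mean bacterial control, above a set limit; inconclusive = no clear call, values can overlap the other calls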;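 note: capsule biogenesis inhibitors block K1F phage lysis so surviving cells raise fluorescence; higher fluorescence means more inhibition of phage lysis; actives were called in the ten point dose series up to 300 µM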
# Large T inhibition = SV40 large T antigen inhibitors, biochemical (AID 1903); SV40 large T antigen ATPase/helicase inhibition assay; higher % means a stronger effect; inhibition, % at 20 µM; hits with a dose series show IC50 in µM; actives 0.39% (n = 310,000); in the data active = a potency from the dose series; inconclusive = inhibition mostly from about 32% at the one dose, without a potency; inactive = the rest, 99 in 100 with inhibition below about 32%; note: strong numbers were not always called active
# PhoP inhibition = PhoP-dependent GFP reporter repression – Salmonella Typhimurium, primary screen (AID 1863) | S. Typhimurium PhoP-regulated promoter GFP reporter, 4 h; higher % means a stronger effect | inhibition, % at 50 µM; hits with a dose series show IC50 in µM | actives 0.16% (n = 300,000);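 active = inhibition over 29.93%, a cutoff 3 SD above the screen mean, later confirmed by dose response; inconclusive = inhibition over 29.93% but no dose response follow-up; inactive = inhibition at most 29.93% or unconfirmed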;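 note: 0% = low Mg2+ inducing control and 100% = high Mg2+ repressing control; strong numbers were not always called active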
# MgcRacGAP inhibition = MgcRacGAP GTPase-activating activity inhibitors, confirmation, biochemical, ADP Hunter fluorescence; actives 0.6% (n = 340,000); one-dose inhibition, % at 30 µM; IC50 in µM for titrated hits; MgcRacGAP-stimulated Rac1 GTP hydrolysis, ADP Hunter fluorescence; higher % means a stronger effect; GST-tagged Rac1 F28L mutant substrate;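 active = first-screen hits whose inhibition reached a set limit at any dose in the follow-up dose series; inconclusive = inhibition above the set first-screen limit but never retested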;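 note: fluorescence reports GDP produced by GAP-driven GTP hydrolysis; strong numbers were not always called active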
# T cell modulator = modulates CD8 T cell binding to vesicles; 2C CD8+ T cell-vesicle binding, flow cytometry; stronger effect = lower value; calls only at 7 µM; actives 0.068% (n = 330,000); AID 2052;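 active = response, share of CD8 T cells binding vesicles, and their 90th percentile fluorescence all below set limits, cut at about 80% in these data, passing the limit was not always enough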
#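 material = purified 2C TCR transgenic mouse naive CD8+ T cells | controls = Unloaded micro-vesicles (low), QL9 vesicles with 0.7% DMSO (high) | detection = cytometric PE anti-B7-1 and Alexa647 anti-CD8 signals after 1% paraformaldehyde fixation | incubation = binding step 1.5 h, 37 °C, antibody labelling 20 min, ice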
# West Nile antiviral = West Nile virus antiviral activity, cell-based, CPE readout (AID 1621). West Nile virus-infected cells, CPE inhibition; higher % means a stronger effect. CPE inhibition, % at 10 µM, or IC50 in µM where a hit was titrated. actives 0.02% (n = 290,000); in the data active = a potency from the dose series; inconclusive = CPE inhibition mostly from about 3.7% at the one dose, without a potency; inactive = the rest, 99 in 100 with CPE inhibition below about 2.2%; note: strong numbers were not always called active
# T cell modulator vesicle-bound % = also measured in T cell modulator; calls as there; double positive events, %; measured here: CD8+ vesicle-bound cell fraction;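 binding gate set so that unloaded-vesicle control wells show 10% double positive cells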
# NTR1 agonist cell count 20 µM = recorded beside NTR1 agonist, whose call it bears; cell count; measured here: cell count, cytotoxicity flag
# Dengue-2 NS5 capping pilot replicate = also measured in Dengue-2 NS5 capping; calls as there; inhibition, %; measured here: pilot screen replicate inhibition
# Active calls of the source: *; i = inactive; ? = inconclusive; . = not tested or not shown; [ ] = dose if it differs, or a comment.
SMILES,RSV antiviral HEp-2,Dengue-2 NS5 capping,NTR1 agonist,NTR1 agonist cell count 20 µM,K1F lysis inhibition,Large T inhibition,PhoP inhibition,MgcRacGAP inhibition,T cell modulator,T cell modulator vesicle-bound %,West Nile antiviral,others
CC(C)n1c(Nn2cnnc2)nc2ccccc21,0.8%,-2%,-1.4,60,3.7%[50 µM],8%,0%,11%,i,31,0.0%,
C=CCc1c(C)[nH]c(=S)c(C#N)c1C,2.9%,.,0.9,59,-0.3%,16%,15%,2%,i,20,0.1%,
O=C(O)CCC(=O)N1N=C(c2c(-c3ccccc3)c3cc(Cl)ccc3[nH]c2=O)CC1c1cccs1 (centres undefined),3.8%,4%,-0.5,97,0.1%,29%,11%,15%,i,51,-0.3%,
C=CCC1Cc2c(Br)cccc2C(CC=C)N1 (centres undefined),0.5%,-10%,-0.1,43,0.2%,3%,0%,-4%,i,17,-0.6%,
O=C1C=C(NCCNc2c(F)c(F)c(CO)c(F)c2F)CCC1,1.3%,6%,-0.3,56,0.9%,2%,-4%,2%,i,43,0.1%,
O=C(NCc1ccc2c(c1)OCO2)c1ccc2snnc2c1,-1.1%,1%,0.8,31,0.2%,1%,-7%,12%,i,22,0.3%,
CCCCOc1ccc(NC(=O)CSCC(=O)OCC)cc1,-1.4%,-10%,2.3,64,0.2%,14%,3%,8%,i,30,1.6%,
CC1CCC(C(=O)NC(C(=O)NCc2ccccn2)C(C)C)CC1 (centres undefined),0.3%,-1%,-1.9,69,-1.3%,6%,5%,-2%,i,72,-0.4%,
CCOC(=O)c1ccc2nc3c(cc2c1)CCS3,2.7%,5%,-0.1,66,-0.1%,0%,-12%,-1%,i,18,-0.8%,
COc1ccc(OC(=O)Cc2cccc3ccccc23)cc1,0.7%,-6%,.,.,0.1%,3%,-4%,4%,i,56,1.5%,
O=C(NCc1ccncc1)c1cn(-c2ccccc2)nc1-c1cccnc1,0.6%,-5%,-0.4,29,-2.0%,26%,-6%,-7%,i,44,-1.0%,
Cc1nc2nc(SCc3ccccc3)[nH]n2c(=O)c1CCC(C)C,3.8%,.,0.7,69,i,25%,4%,13%,i,67,0.1%,
C=CCNC(=O)c1ccc2nccnc2c1,0.1%,-1%,-0.5,64,0.6%,6%,-5%,-3%,i,23,-0.4%,
CN(C)C(=O)CCc1ccc2c3c([nH]c2c1)[C@]1(C)[C@@H](C(=O)N2CCOCC2)C[C@H](CC(=O)NCCCn2ccnc2)C(=O)N1CC3,.,1%,-0.3,65,0.1%,.,.,7%,.,.,.,Dengue-2 NS5 capping pilot replicate=-1.2
CCC(C)C(NC(N)=O)C(=O)Nc1ccc(C)c(Cl)c1 (centres undefined),0.8%,1%,0.5,44,0.4%,-1%,-16%,9%,i,42,-0.3%,
Cc1cc(C#N)c(C)n1-c1cc(C(F)(F)F)ccc1N1CCOCC1,2.7%,-1%,1.5,48,2.3%,1%,0%,-2%,i,29,-0.6%,
N/C(=N\OC(=O)CCCc1ccccc1)c1ccccc1Cl,0.4%,-1%,1.7,68,0.9%[50 µM],8%,-6%,2%,i,39,-0.6%,
CCN(C(=O)COc1ccccc1)c1nnc(-c2cccnc2)s1,2.0%,-2%,0.1,71,-3.3%,24%,-11%,-4%,i,42,0.7%,
Cc1cc(SCc2ccc(Cl)c(Cl)c2)nc(=O)[nH]1,9.7%,-15%,0.4,67,-1.4%,8%,-1%,14%,i,26,-0.3%,
C=CCSc1n[nH]c(-c2ccc(OC)cc2)n1,0.5%,-4%,-0.5,62,7.5%,18%,6%,2%,i,50,0.2%,
CCNC(=O)NC(=O)C(C)OC(=O)C1CCN(S(=O)(=O)c2ccccc2F)CC1 (centres undefined),3.9%,1%,1.6,50,2.2%,6%,-10%,4%,i,37,0.2%,
Cc1cccc(CC(=O)NC2CCN(C)CC2)c1,0.3%,.,-0.4,64,2.1%,-5%,-6%,13%,i,11,1.0%,
O=C(NCCc1ccccc1)c1nnc(CS(=O)(=O)c2ccccc2)o1,1.8%,-1%,3.8,90,0.5%,21%,.,12%,i,44,-0.4%,
CC(C)Cn1c(SCC(=O)N2CCN(C(=O)c3ccco3)CC2)nc2ccccc2c1=O,3.9%,-11%,3.6,38,0.4%,11%,-4%,6%,i,49,-1.0%,
COC(=O)C(C)Sc1nc2c(c(=O)n(C)c(=O)n2C)n1CCC(C)C (centres undefined),0.2%,0%,1.8,65,1.0%[50 µM],2%,7%,4%,i,3,-0.2%,
C=C1c2ccccc2NC(=O)N1c1ccc(OC)cc1,3.2%,0%,-0.5,85,0.4%,.,.,2%,i,61,-0.3%,
COc1ccc(C(C(=O)NC(C)(C)C)N(C(=O)CCC(=O)Nc2cc(C)on2)c2cccc(C)c2C)cc1 (centres undefined),0.2%,-14%,4.8,50,0.2%,6%,-2%,10%,i,15,-1.2%,
O=C(Nc1ccc(Br)cc1)c1cc([N+](=O)[O-])cc([N+](=O)[O-])c1,13%,.,13,71,3.3%,7%,4%,17%,i,52,-1.4%,
COc1ccc(C2CC(=O)c3c(ccc4ccccc34)N2)cc1OC (centres undefined),5.5%,5%,0.3,55,0.3%,-6%,15%,-3%,i,54,.,
Cc1ccc(C(=O)CSc2nnnn2C(C)C)c(C)c1,3.1%,-7%,-1.0,88,0.1%,8%,6%,8%,i,14,-1.2%,
Cc1ccccc1NC(=O)CSC1=NCCN1,1.0%,-6%,.,.,3.7%,3%,0%,10%,i,39,0.4%,
Cc1ccc(N2CC(C(=O)N3CCC(C(=O)Nc4nnc(C(C)C)s4)CC3)CC2=O)cc1 (centres undefined),0.3%,-3%,-1.3,54,0.4%,-17%,1%,6%,i,24,-1.6%,
CCc1noc(C)c1C(=O)OCC(=O)NCCc1ccc(OC)cc1,.,2%,0.1,64,1.7%[50 µM],.,.,3%,.,.,.,
O=C1CCCN1CN(C(=O)c1ccc2c(c1)OCO2)c1cccc(Cl)c1,0.0%,0%,-1.0,88,0.5%,5%,0%,8%,i,22,-0.9%,Dengue-2 NS5 capping pilot replicate=3.0
O=C(CSc1ncccc1C(=O)O)c1ccccc1F,-1.5%,5%,0.7,50,-4.2%,0%,-8%,1%,i,48,0.6%,
COc1cc2cc(CCCOC(=O)c3ccc(C#N)cc3)oc(=O)c2cc1OC,1.5%,-3%,4.1,49,-0.4%,.,.,6%,i,44,.,
CC1CN(CCOc2ccc(Cl)cc2Cl)CC(C)O1 (centres undefined),1.0%,-4%,-2.0,46,6.4%,8%,-7%,21%,i,40,-1.3%,
Cc1ccsc1CN(C)Cc1nc(C2CC2)no1,2.3%,2%,-0.2,78,0.1%,6%,8%,10%,i,45,0.3%,
COc1ccccc1Nc1nc(-c2sc(NC(=O)c3ccc([N+](=O)[O-])cc3)nc2C)cs1,13%,.,-1.5,78,.,9%,9%,.,i,32,.,
CC(C)Nc1ccc(C(CC(N)=O)NC(=O)c2ccccc2)cc1[N+](=O)[O-] (centres undefined),-0.3%,-1%,3.6,57,2.0%,18%,.,10%,i,5,-0.9%,
O=C(CSc1nnc(N2CCOCC2)n1-c1cccc(F)c1)N1CCN(c2ccccn2)CC1,0.9%,4%,-1.4,63,0.1%[50 µM],.,.,5%,i,46,.,
Cn1c2ccccc2c2nnc(N/N=C/c3ccc(O)cc3)nc21,-1.5%,.,0.1,47,.,1%,.,.,i,28,.,
Cc1c(C(=O)N2CCC(C(N)=O)CC2)sc(N)c1C#N,0.4%,-3%,1.1,42,-0.1%,-8%,3%,4%,i,21,0.0%,
O=C(O)Cc1csc(NC(=O)CSc2nnnn2-c2ccc(O)cc2)n1,3.4%,-6%,-1.3,36,-1.0%,16%,-1%,-8%,i,48,0.1%,
CC1N(O)C(C)(C)C(c2ccccc2)=[N+]1[O-] (centres undefined),0.9%,1%,-0.6,64,0.2%,4%,-4%,7%,i,26,0.2%,
O=[N+]([O-])c1cccc(CN(CCO)Cc2ccccc2)c1,-0.2%,1%,1.9,63,7.0%,11%,31%,6%,i,25,0.0%,
NC(=O)c1c(NC(=O)CN2CCN(S(=O)(=O)c3ccccc3)CC2)sc2c1CCC2,13%,-5%,1.8,51,0.3%[50 µM],?,5%,5%,i,29,.,
CC(=O)N(c1nc(CCl)cs1)c1ccc(C)cc1C,1.4%,-1%,-0.8,25,-1.4%,-2%,-2%,9%,i,55,0.2%,
CC(NC(=O)Cc1ccccc1)c1cc2c(cc1Br)OCCCO2 (centres undefined),2.6%,2%,-0.9,58,5.0%,1%,-16%,6%,i,44,-1.3%,
CC1C(=O)O[C@@H]2C[C@@H](C)[C@@H]3CCC(=O)[C@@]3(C)[C@@H](O)[C@H]12 (some centres undefined),1.8%,3%,-0.8,79,0.3%,13%,2%,9%,i,53,0.3%,
CC1CCN(S(=O)(=O)c2cccc(C(=O)Nc3ccccn3)c2)CC1,9.6%,-2%,2.7,74,-0.5%,10%,-9%,7%,i,42,-0.5%,
CC1(C)CC(=O)C=C(NCc2ccccc2)C1,-0.2%,-1%,1.0,57,0.6%,10%,2%,2%,i,20,-0.1%,
O=C(CSc1nc2ccccc2o1)Nc1ccccc1,0.7%,-4%,0.8,72,3.8%,7%,-4%,2%,.,.,-0.1%,
CN(C)c1ccc(C(=O)NCC(c2cccs2)N2CCOCC2)cc1[N+](=O)[O-] (centres undefined),-1.7%,-4%,0.9,68,0.8%[50 µM],7%,3%,-7%,i,19,.,
O=S(=O)(NCc1cccnc1)c1cccc2nsnc12,0.1%,-7%,-1.9,98,0.5%,0%,-6%,5%,i,20,0.0%,Dengue-2 NS5 capping pilot replicate=0.9
